Screening results from PubChem.
HT1080 IDH1KD tx = toxicity to HT-1080 IDH1 knockdown cells (counter line); HT-1080 IDH1 knockdown viability, ATP luminescence, 48 h; Potency, µM (highest dose often 46.1 µM), inactives show at the highest dose activity, negative = toxicity, actives largely listed as cytotoxic; 360,000 tested, 2% active;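 further: 0% = DMSO wells and -100% = cell-free medium wells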
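Cytotoxicity counter-line: IDH1KD HT-1080, 48 h, CellTiter-Glo. Curves classed by r2, magnitude and activity.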
GLP-1R inv ag = acts as inverse agonist at human GLP-1 receptor. P43220. HEK293 GLP-1R CRE-luciferase, luminescence, 24 h; GLP-1R form is constitutively active. Potency, µM (top dose mostly 38.3 µM), without a hit: at the top dose activity change, negative = inhibition, most hits filed as inhibitors. 410,000 tested, 1.6% active. AID 624417; further: on the % scale 0 is the no-effect control and ±100 the full control effect; nearly all actives have a fitted effect of over 55% in size
Target sequence (P43220 whole entry, looked up): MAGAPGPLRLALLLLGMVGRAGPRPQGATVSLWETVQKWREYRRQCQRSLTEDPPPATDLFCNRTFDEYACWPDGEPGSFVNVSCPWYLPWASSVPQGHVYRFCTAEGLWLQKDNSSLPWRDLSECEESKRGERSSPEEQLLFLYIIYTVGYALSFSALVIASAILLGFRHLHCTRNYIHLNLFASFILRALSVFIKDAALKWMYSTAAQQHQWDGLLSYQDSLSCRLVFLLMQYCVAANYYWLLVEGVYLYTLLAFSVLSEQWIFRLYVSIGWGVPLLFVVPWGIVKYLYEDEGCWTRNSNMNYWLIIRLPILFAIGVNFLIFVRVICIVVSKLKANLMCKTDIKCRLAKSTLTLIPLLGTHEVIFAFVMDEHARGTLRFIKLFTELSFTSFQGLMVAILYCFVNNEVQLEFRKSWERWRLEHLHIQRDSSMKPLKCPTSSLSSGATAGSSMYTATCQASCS
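Inverse agonists were sought by their lowering of basal cAMP reporter luciferase output in HEK293 cells stably carrying constitutively active human GLP-1R, after 24 h compound treatment.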
GLP1R cytotox = cytotoxicity in counter-screen for GLP-1R inverse agonists; 410,000 tested, 0.13% active; Potency, µM (titrated, usually from 38.3 µM), without a hit: at the highest dose activity change, negative = inhibition, hits mostly inhibitors; AID 624418; HEK293 cAMP-luciferase reporter cells, luminescence, 24 h;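 further: loss of luciferase light is scored as toxicity; on the % scale 0 is the no-effect control and ±100 the full control effect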
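Here, cytotoxicity is scored as loss of luminescence. The MLSMR collection was tested on cells seeded in medium containing 10% Nu serum, with a 24 hr compound exposure preceded by 12 hours of culture.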
SW480 rerep = DNA re-replication induction in SW480 cells. SW480 DNA re-replication, Hoechst DNA content imaging, 48 h. Potency, µM (top dose mostly 46.1 µM), without a hit: at the highest dose re-replication activation, usual class: activators. 340,000 tested, 1.8% active. AID 624297; further: % of control where 0% means no effect; nearly all actives have a fitted effect of over 55% in size
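Readout is total intensity of Hoechst-stained nuclei, excited at 405 nm and collected at 500-530 nm. Compound treatment lasted 48 hr at 37 C in 5% CO2 before staining.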
HT1080-NT tox = kills 2HG-producing HT-1080-NT fibrosarcoma cells; HT-1080-NT fibrosarcoma viability, CellTiter-Glo ATP luminescence, 48 h; Potency, µM (series often up to 46.1 µM), for inactives: at the top dose activity, negative = less viability, most hits filed as cytotoxic; 360,000 tested, 1.6% active;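 further: NT is the 2HG producing partner of a matched IDH1 knockdown line; 0% = DMSO-treated cells and -100% = media-only wells without cells; nearly all actives have a fitted effect of over 55% in size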
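Viability by CellTiter-Glo luminescence after 48 h compound exposure at 37C of HT-1080-NT cells (750/well, RPMI, 5% FBS). % activity scaled between DMSO wells and medium-only wells, then curve-fitted and categorized by curve class.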
KB-V1 cytotox = KB-V1 MDR subline cytotoxicity; KB-V1 MDR cells viability, CellTiter-Glo, 72 h; Potency, µM (top dose mostly 46.1 µM), for inactives: at the top dose activity change, negative = cytotoxicity, actives largely listed as cytotoxic; 400,000 tested, 3.4% active; further: on the % scale 0 is the no-effect control and ±100 the full control effect; nearly all actives have a fitted effect of over 60% in size
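Cytotoxicity toward P-gp-expressing KB-V1 cells was determined as loss of CellTiter-Glo luminescence after 72 h at 37 degrees C. Compounds were tested in quantitative HTS format across a concentration range, with curves fitted to normalized data.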
KB-3-1 cytotox = kills parental KB-3-1 adenocarcinoma cells; Potency, µM (highest dose often 46.1 µM), inactives show at the highest dose activity change, negative = cytotoxic, actives largely listed as cytotoxic; 400,000 tested, 1.4% active; KB-3-1 viability, CellTiter-Glo ATP luminescence, 72 h; further: on the % scale 0 is the no-effect control and ±100 the full control effect; nearly all actives have a fitted effect of over 60% in size
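Multi-concentration cytotoxicity screen in KB-3-1 cells grown in DMEM lacking phenol red with 10% FBS. After 72 h at 37 °C with compound, ATP-dependent luminescence was recorded.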
TDP-43 yeast inh = rescues yeast growth from TDP-43 toxicity; AID 652104; Potency, µM (doses to about 46.1 µM), for inactives: at the highest dose growth rescue (activation), hits mostly activators; 410,000 tested, 1.8% active; TDP-43 expressing yeast growth rescue, BacTiter-Glo, 24 h; further: % of control where 0% means no effect; nearly all actives have a fitted effect of over 50% in size
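Readout is BacTiter-Glo luminescence of cell growth, so inhibitors register as activators. TDP-43-expressing yeast at OD600=0.02 in galactose medium, after raffinose pregrowth to mid-log, were incubated with compound for 24 hr at 30 deg C.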
GLP1R ag = agonists of human GLP-1 receptor | AID 624172 | 380,000 tested, 0.007% active | HEK293 GLP-1R CRE-luciferase, luminescence, 4-6 h; cells express a hypersensitive GLP-1R form | P43220 | Potency, µM (top dose mostly 45.6 µM), for inactives: at the highest dose activation, actives largely listed as activators; further: % of control where 0% means no effect
* hit, by the source's call; ? = inconclusive; nt = no result given; & = joins results of further samples; [ ] = dose if it differs, or a comment. The call rests on the fitted dose curve; in most records, active means well fitted curve in the direction sought with a large enough effect; inconclusive means small, poorly fitted or top-dose-only effect, or another doubt; inactive means no such curve, though single readings can be large; an effect the other way counts as inactive or inconclusive. Potency means the concentration at half of the fitted maximal effect.

Screens in order – HT1080 IDH1KD tx	GLP-1R inv ag	GLP1R cytotox	SW480 rerep	HT1080-NT tox	KB-V1 cytotox	KB-3-1 cytotox	TDP-43 yeast inh	GLP1R ag
COc1ccc(NC(=O)CN(C)C(=O)c2ccc(C)c(S(=O)(=O)N3CCCCC3)c2)cc1
  -1%	-5%	-10%	-11%	0%	-16%	0%	-9%	-1%
CN1CC2(C(=O)c3ccccc3)CN(C)CC(C(=O)c3ccccc3)(C1)C2
  12%	0%	2%	0%	12%	?	2%	14%	1%
O=C(O)c1c(Cl)c(Cl)c(Cl)c(Cl)c1C(=O)N1CCOCC1
  8%	-8%	3%	-6%	7%	?	10%	-16%	-6%
O=C(OCCc1cc2ccccc2c(=O)o1)N1CCOCC1
  22%	12%	?	1%	7%	2%	13%	22%	5%
COc1ccc(C(=O)N/C(=C\c2cn(S(=O)(=O)N(C)C)c3ccccc23)C(=O)N2CCN(C)CC2)cc1OC
  -11%	-4%	-9%	nt	-16%	16%	-1%	26%	-5%
Cc1cc(C)n(CCOc2ccc(Cl)cc2Cl)n1
  -7%	-25%	-4%	-4%	-3%	?	-3%	?	12%
CCOc1ccc(Cl)cc1S(=O)(=O)NCc1ccccn1
  0%	37%[activator]	7%	7%	10%	-5%	24%	2%	1%
N/C(=N\OC(=O)c1ccc(OCC(F)(F)F)nc1)c1ccc(Cl)cc1
  14%	0%	-4%	-41%[inhibitor]	12%	?	8%	?	6%
CC(=O)Nc1ccc(S(=O)(=O)NCC(=O)NNC(=O)COc2ccccc2Cl)cc1
  10%	0%	3%	-12%	1%	10%	11%	0%	3%
Cc1ccc(OCC(=O)O)c(O)c1
  -2%	21%	12%	-1%	-2%	0%	7%	16%	-4%
CCC(=O)Nc1ccc(C)cc1-c1nc2ccccc2n(Cc2ccccc2)c1=O
  nt	3%	-7%	nt	nt	0%	6%	11%	nt
N#Cc1nc(COc2ccc(F)cc2)oc1NCCN1CCOCC1
  9%	2%	-5%	-2%	1%	3%	3%	1%	-4%
O=C(CN1C(=O)CSc2ccc(S(=O)(=O)N3CCOCC3)cc21)NCCCN1CCCCC1
  7%	1%&18%	-6%&-16%	-1%	5%	?	0%	-7%&12%	-1%
O=C(/C=N\O)NCCCNCc1ccccc1
  -1%	4%	-15%	1%	?	12%	-9%	-6%	0%
CCn1cc(SCC(=O)NC2CCCC2)c2ccccc21
  -16%	-16%	-3%	4%	-5%	nt	nt	-15%	-1%
N#C/C(=C(/O)CCl)c1nc2ccccc2[nH]1
  ?	76%[activator][7.66 µM]	-8%[7.66 µM]	?	?	23µM*	?	3%	-5%
O=c1[nH]c(=S)[nH]c2c1C(c1ccc(Cl)cc1)OC(C1CCCCC1)C2 (configuration not stated)
  ?	?	-14%	nt	?	-27%	-19%	19%	-5%
O=C(CN1c2cccc3cccc(c23)S1(=O)=O)NCCc1ccccc1
  1%	12%	76%[activator]	5%	-1%	21µM*	-13%	1%	24%
Cc1ccc(C(=O)Nc2cccc(-c3nc4ccccc4o3)c2)c(Cl)c1
  nt	1%	2%	nt	nt	0%	-15%	21%	nt
CCOc1ccc(-n2c(C)nc(O)c2N=Nc2ccccc2)cc1
  -4%	0%	0%	-1%	-7%	-13%	13%	-27%	0%

Next compounds follow:
Screens in order – HT1080 IDH1KD tx	GLP-1R inv ag	GLP1R cytotox	SW480 rerep	HT1080-NT tox	KB-V1 cytotox	KB-3-1 cytotox	TDP-43 yeast inh	GLP1R ag
COc1ccc(-c2noc(N3CCC(C(=O)Nc4ccc(F)cc4F)CC3)n2)cc1
  -1%	37%[activator]	-16%	-13%	0%	6%	5%	9%	-1%
COCCN1C=C(C(=O)OC)C(c2cc(Br)c(OC)c(OC)c2)C(C(=O)OC)=C1
  -29%	-26%	293%[activator]	16%	-16%	-11%	-6%	4%	?
Cn1ncc([N+](=O)[O-])c1C(=O)Nc1ccc(-c2nc3ccccc3o2)cc1
  9%	8%	-14%	0%	1%	0%	5%	15%	3%
CCc1ccc2[nH]c(=O)c(CN(Cc3ccco3)C(=S)NCC3CCCO3)cc2c1 (configuration not stated)
  -9%	?	0%	-3%	-10%	-26%	-12%	0%	19%
O=S(N1CCCCC1)C12CC3CC(CC(C3)C1)C2 (configuration not stated)
  0%	-5%	0%	-8%	-3%	-4%	1%	-20%	0%
O=C(COC(=O)c1cnc(Cl)c(Cl)c1)NC1CCCCCC1
  3%	9%	-7%	0%	0%	0%	-1%	2%	5%
Cc1ccc(S(=O)(=O)N2CCOCC2)cc1NC(=O)COC(=O)c1cc(=O)[nH]c2ccccc12
  -4%	-5%	-2%	4%	-4%	0%	-3%	-7%	0%
O=C(c1ccoc1)N1CCCC(Nc2ccc(F)c(F)c2)C1 (configuration not stated)
  6%	-16%	-8%	1%	5%	12%	10%	-6%	-2%
COc1cccc(-c2ncc3ccccc3c2COC(=O)c2cccs2)c1
  -9%	-3%	0%	-1%	0%	5%	-14%	35µM*	-5%
COc1ccc(-c2ccnc(SCC(=O)c3ccc(Br)cc3)n2)cc1
  12%	-3%	-19%	-4%	13%	-3%	-5%	-11%	1%
O=C(COC(=O)c1ccccn1)Nc1cc(Cl)ccc1Cl
  -1%	12%	9%	-3%[9.22 µM]	-1%	13%	16%	6%	3%
COC(=O)C1=CO[C@@H](O[C@@H]2OC(CO)[C@@H](O)[C@@H](O)[C@@H]2O)C2C1CC[C@]2(C)O (some centres not stated)
  5%	11%	2%	-8%	-3%	?	0%	?	10%
Cn1cc(Br)c(C(=O)NC2CCCCCC2)n1
  3%	-14%	-12%	1%	0%	18%	10%	20%	4%
CCc1ccc(C(=O)NCc2ccc(Cl)cc2)cc1
  4%	-3%	-14%	-1%	5%	0%	-1%	-22%	0%
CS(=O)(=O)c1nsc2nc(=O)c(/C=C3\C=Nc4ccccc43)c(N)n12
  4%	-7%	-30%	0%	11%	10%	3%	9%	-9%
Cc1ccc(/C=C/C(=O)OCn2nnc3ccccc3c2=O)o1
  3%	9%	-5%	29%	17%	3%	-1%	18µM*	-1%
CCc1nnc(NC(=O)CSc2nnc3c(n2)[nH]c2ccccc23)s1
  -23%	0%[7.66 µM]	-7%[7.66 µM]	1%	-13%	-10%	-1%	-13%[9.22 µM]	0%
CCCN1Cc2cccc(C(=O)N3CCN(c4ccc(OC)cc4)CC3)c2C1=O
  13%	-10%	0%	-14%	-4%	-6%	2%	1%	8%
COc1ccc(-c2c(C#N)c(SCC(=O)Nc3cccc(Cl)c3)nc(C)c2C(=O)Nc2ccccc2)cc1OC
  nt	-21%	4%	nt	nt	10%	6%	13%	nt
CCS(=O)(=O)N1CCN=C1SCc1ccccc1
  -1%	34%[activator]	5%	-9%	1%	26%	1%	14%	4%

Quoted from the listing.
COc1ccc(-c2ccnc(SCC(=O)c3ccc(Br)cc3)n2)cc1 – SW480 rerep: -4%
CCS(=O)(=O)N1CCN=C1SCc1ccccc1 – HT1080-NT tox: 1%

New compounds follow:
Screens in order – HT1080 IDH1KD tx	GLP-1R inv ag	GLP1R cytotox	SW480 rerep	HT1080-NT tox	KB-V1 cytotox	KB-3-1 cytotox	TDP-43 yeast inh	GLP1R ag
Cc1cc(C(=O)N/N=C/c2c[nH]c3ccccc23)cs1
  -3%	-3%	-19%	2%	1%	-6%	-5%	-7%	14%
CC(=O)c1cccc(NC(=O)CSc2nc3c(c(=O)[nH]2)CCC3)c1
  nt	-1%	42%[activator]	nt	nt	15%	-10%	7%	nt
COC(=O)c1cc(C(=O)Nc2nnc(C3CC3)s2)cc([N+](=O)[O-])c1
  18%	12%	11%	-4%	-7%	-23%	19%	3%	-9%
O=C(Cc1ccc(Cl)cc1)Nc1ccc(CN2CCCCC2)cc1
  -26%	?	-20%	17%	?	2%	-1%	-6%	21%
COc1ccc(/C=C/C(=O)OCC(=O)NC2CCCCCC2)cc1OC
  0%	1%	-4%	-9%	1%	-6%	5%	19%	1%
O=C(COC(=O)/C=C/c1ccc(S(=O)(=O)N2CCOCC2)cc1)NC1CCCCCCC1
  -1%	4%	6%	-8%	0%	16%	4%	1%	7%
O=[N+]([O-])c1ccc(N2CCCCCC2)c(S(=O)(=O)N2CCCCC2)c1
  -14%	?	-4%	-2%[9.22 µM]	-7%	0%	0%	21%	6%
Cc1nn(CC(=O)NCc2cccnc2)c(=O)c2ccccc12
  -15%	12%	0%	3%	8%	10%	0%	-4%	14%
O=C(N/N=C/c1cccc(OC(=O)c2ccc([N+](=O)[O-])cc2)c1)c1cccnc1
  20%	16%	-7%	0%	11%	9%	9%	-13%	-2%
CCOc1ccc(C(=O)Nc2ccncc2)cc1
  7%[9.24 µM]	5%	-5%	0%	-27%	?	?	-12%	?
CCCS(=O)(=O)N1CCCC(C(=O)NCc2cccnc2)C1 (configuration not stated)
  9%	16%	1%	-4%[9.22 µM]	3%	13%	17%	5%	-7%
Cn1c(=O)n(CC(=O)NC2CCCCC2)c(=O)c2ccccc21
  0%[9.24 µM]	6%	-3%	-5%	9%	-23%	21%	-1%	7%
O=S(=O)(c1ccc(N2CC=C(c3ccccc3)CC2)nc1)N1CCCC1
  ?	?	-15%	?	?	8.2µM*	?	28%	3%
COc1ccccc1N1CCN(C(=O)C2CCN(S(=O)(=O)c3ccccc3)CC2)CC1
  -1%	14%	9%	9%	3%	1%	9%	-13%	-7%
CCN(CC(=O)Nc1ccccc1C(=O)OC)S(=O)(=O)c1ccc(OC)cc1
  4%	?	-9%	-6%	-1%	5%	18%	2%	5%
NC(=O)CC(NC(=O)c1ccccc1)c1ccc(N2CCC(Br)CC2)c([N+](=O)[O-])c1 (configuration not stated)
  9%	2%	-1%	-4%[9.22 µM]	9%	1%	-20%	13%	2%
CCCCNC(=O)Cc1ccc(Br)cc1
  17%	-9%	-10%	10%	-1%	3%	-4%	-23%	5%
Clc1ccc(-c2cn3cccnc3n2)cc1Cl
  -1%	13%	9%	-3%	-1%	9%	-1%	-16%	-13%
